Assay outcomes: PubChem BioAssay, several laboratories
CHT PAM = allosterically activates the human high affinity choline transporter; Q9GZV3; CHT-expressing cells, membrane potential dye, choline EC20; active compounds read high; LV-AA mutant CHT in HEK293 cells; B-score at 10 µM; actives 0.49% (n = 310,000); AID 488977;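 active means initial fluorescence not abnormally high and integrated response B-score, plate-corrected, over 3 SD above library mean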
Target sequence (Q9GZV3 whole entry, looked up): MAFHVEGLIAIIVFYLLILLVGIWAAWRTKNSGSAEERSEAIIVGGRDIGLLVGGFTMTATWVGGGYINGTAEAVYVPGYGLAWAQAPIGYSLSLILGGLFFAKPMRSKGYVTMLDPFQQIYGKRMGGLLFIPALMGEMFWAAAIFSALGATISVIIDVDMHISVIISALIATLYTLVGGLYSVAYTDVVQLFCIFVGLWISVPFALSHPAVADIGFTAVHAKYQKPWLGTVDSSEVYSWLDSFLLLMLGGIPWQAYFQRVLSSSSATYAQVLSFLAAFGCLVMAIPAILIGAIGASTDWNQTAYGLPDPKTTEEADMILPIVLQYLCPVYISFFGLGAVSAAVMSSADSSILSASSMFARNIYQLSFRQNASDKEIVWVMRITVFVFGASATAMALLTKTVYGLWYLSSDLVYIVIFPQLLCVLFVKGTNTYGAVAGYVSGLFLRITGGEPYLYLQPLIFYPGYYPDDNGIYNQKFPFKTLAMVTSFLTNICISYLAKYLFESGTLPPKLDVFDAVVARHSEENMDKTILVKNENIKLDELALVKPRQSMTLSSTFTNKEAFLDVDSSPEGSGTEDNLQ
OX1R antag = antagonists of human orexin 1 receptor; O43613; CHO/OX1R cells, Fluo-8 calcium fluorescence, orexin A; inhibition, % at 5 µM; actives 0.43% (n = 330,000); AID 434989;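 active means inhibition above its plate's threshold, mean inhibition of all tested compounds on the plate plus 3 SD, cut at about 37% in these data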;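 further: 0% = orexin A challenge wells and 100% = SB-334867-A antagonist wells; not every result past the cut was called active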
Target sequence (O43613 whole entry, looked up): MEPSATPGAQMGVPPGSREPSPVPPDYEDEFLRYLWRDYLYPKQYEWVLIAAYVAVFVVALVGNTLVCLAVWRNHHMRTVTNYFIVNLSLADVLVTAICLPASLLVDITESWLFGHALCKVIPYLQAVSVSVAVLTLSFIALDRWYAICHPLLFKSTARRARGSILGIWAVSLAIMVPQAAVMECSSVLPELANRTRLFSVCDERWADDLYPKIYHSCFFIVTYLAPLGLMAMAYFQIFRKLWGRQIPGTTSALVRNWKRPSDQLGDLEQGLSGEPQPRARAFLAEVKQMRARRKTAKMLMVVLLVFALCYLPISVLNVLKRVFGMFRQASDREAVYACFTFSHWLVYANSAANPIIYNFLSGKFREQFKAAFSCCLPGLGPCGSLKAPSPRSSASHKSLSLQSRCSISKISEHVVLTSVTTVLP
Active calls of the source: *; i = inactive; / = no result given.

| structure | OX1R antag | CHT PAM |
| --- | --- | --- |
| Fc1ccccc1N1CC(c2ccccc2)C(c2cccs2)=N1 (configuration not stated) | -42.1 | i |
| CCOC(=O)c1c(NC(=O)C(=O)N/N=C(\C)c2ccc(OC)cc2)sc2c1CCCCC2 | -17.7 | i |
| O=C(COc1ccc2c(-c3ccccc3)cc(=O)oc2c1)Nc1ccc(CCO)cc1 | 1.9 | i |
| Cc1cccc(C)c1NC(=O)N1CCN(c2nc3ccccc3s2)CC1 | -36.6 | i |
| O=C(Cc1ccc(F)cc1)NCCc1cnc[nH]1 | -8.4 | i |
| COCC(=O)N1CCC(Oc2ccc(C(=O)N3CCSCC3)cc2)CC1 | -10.2 | i |
| O=C(NCCc1c[nH]c2ccccc12)c1cncc(Br)c1 | -16.0 | i |
| Cc1cc(SCC(=O)NN=C2CCN(C(C)C)CC2)c(C)cc1Br | -12.6 | i |
| CC(C)NC(=O)Cn1cc(C#N)c2cc(Br)ccc21 | -19.8 | i |
| O=c1c2cnn(-c3ccccc3)c2ncn1Cc1ccccn1 | -7.2 | i |
| CCn1nc(C)c(CN2CCCC(C(=O)c3cccc(OC(C)C)c3)C2)c1C (configuration not stated) | -28.1 | i |
| O/C(=C\c1nc2ccccc2nc1/C=C(\O)c1ccccc1)c1ccccc1 | -13.8 | i |
| O=C1NC(NS(=O)(=O)c2ccc(Cl)cc2)(C(F)(F)F)C(=O)N1Cc1cccnc1 (configuration not stated) | -0.9 | i |
| CC1(C)Cc2c(sc(NC(=O)C(=O)NCC3CCCO3)c2C(=O)O)CO1 (configuration not stated) | -4.5 | i |
| COc1ccc(/C=C/C(=O)c2c(O)ccc3c(C)cc(=O)oc23)cc1 | -23.8 | i |
| CN(CC(=O)Nc1ccccc1Cl)C(=O)C1CCN(S(=O)(=O)c2ccc3c(c2)OCCO3)CC1 | -9.8 | i |
| Brc1ccc(-c2nnc(Cc3ccccc3)o2)cc1 | -20.8 | i |
| COc1cccc(-n2c(SCC(N)=O)nc3c([nH]c4ccccc43)c2=O)c1 | -24.9 | i |
| COc1ccccc1NC(=S)NCc1ccc(F)cc1 | -9.8 | i |
| CCN(CC)S(=O)(=O)c1ccc(C(=O)NNC(=O)c2cccs2)cc1 | 5.8 | i |
| O=C(Cc1ccsc1)N1CCN(S(=O)(=O)c2cccc(F)c2)CC1 | -7.8 | i |
| O=S(=O)(Cc1ccc(Cl)cc1)Nc1ccc2c(c1)OCO2 | -16.1 | i |
| COc1ccc(NC(=O)Cn2nnc(C(=O)NCc3ccc(C)cc3)c2N)cc1OC | -4.4 | i |
| Oc1ccc(NC(=S)Nc2ccc(F)cc2)cc1 | 3.1 | i |
| Cc1ccc(N=C(NO)c2nonc2N)cc1 | -1.4 | i |
| CCN(CC)c1ccc(/C=N/N2CCN(Cc3ccc(C)cc3)CC2)c(O)c1 | -23.0 | i |
| Cc1ccc(S(=O)(=O)CC(=O)NC(C)c2ccccc2)cc1 (configuration not stated) | -15.4 | i |
| CCOc1cc(/C=C2/SC(=S)N(Cc3ccccc3)C2=O)ccc1O | 0.6 | i |
| C=CCSc1ncccc1C(=O)NCc1ccc(C)cc1 | -27.1 | i |
| COc1cc(C(=O)Nc2ncccc2C)ccc1OCC(=O)N1CCOCC1 | -2.5 | / |

An excerpt of these results, with values under each structure.
Values run as follows: OX1R antag	CHT PAM
CCOc1cc(/C=C2/SC(=S)N(Cc3ccccc3)C2=O)ccc1O
    0.6	i
Cc1cccc(C)c1NC(=O)N1CCN(c2nc3ccccc3s2)CC1
    -36.6	i

Two entries drawn at random from the list so far:
| structure | OX1R antag | CHT PAM |
| --- | --- | --- |
| CC(C)NC(=O)Cn1cc(C#N)c2cc(Br)ccc21 | -19.8 | i |
| COc1ccc(/C=C/C(=O)c2c(O)ccc3c(C)cc(=O)oc23)cc1 | -23.8 | i |

Continuation:
| structure | OX1R antag | CHT PAM |
| --- | --- | --- |
| COc1ccc(-c2c(C)nn3c(NC4CCCC4)cc(C)nc23)cc1OC | -40.6 | i |
| CCCCNC(=O)CSc1nnc(Cc2ccccc2)n1CC | -12.2 | i |
| O=C(COC(=O)c1ccccc1O)Nc1cccc2ccccc12 | -4.4 | / |
| COc1ccc(C(=O)Nc2ccc3c(c2)nc(CN2CCN(C(C)=O)CC2)n3C)cc1 | -13.4 | i |
| O=C(Cc1ccccc1)Nc1ccc(S(=O)(=O)N2CCOCC2)cc1 | -5.9 | i |
| COc1ccc(CCNC(=O)C23CCC(C)(C(=O)C2=O)C3(C)C)cc1OC (configuration not stated) | -15.6 | i |
| Cc1ccc(S(=O)(=O)c2cc3c(=O)n4ccccc4nc3n(CCc3ccccc3)c2=N)cc1 | -16.6 | i |
| O=C(COC(=O)c1ccc[nH]c1=O)Nc1ccc(S(=O)(=O)N2CCCC2)cc1 | 5.6 | i |
| O=C1c2ccccc2CSc2c(O)cccc21 | -2.0 | i |
| CCCCN(CCCC)CCNC(=O)CSCc1ccc(C)cc1 | -19.2 | i |
| Cc1cc(OCC(=O)Nc2cc(S(=O)(=O)N3CCOCC3)ccc2N2CCCC2)ccc1C(C)C | -19.9 | i |
| Cc1cc(NCCCN)nc(-c2ccccc2O)n1 | 41.0 | i |
| CCN1C(=O)[C@H]2[C@@H](c3ccc(-c4cccc(Cl)c4)cc3)N3CCCC[C@@]3(C(=O)OC)[C@H]2C1=O | -31.4 | i |
| Cc1ccc(OCC(=O)N/N=C\c2ccc(-c3cccc(C(=O)O)c3)o2)c(C)c1 | -13.4 | i |
| COc1ccc(Br)cc1S(=O)(=O)NCCc1cccs1 | 2.3 | / |
| COCc1cc(=O)n2c(-c3ccc(C)cc3)n[nH]c2n1 | -6.1 | i |
| C#CCOCCOCCOCCNc1nc(N2CCN(C(=O)[C@H](CC(N)=O)n3cc(C(N)[C@H](C)CC)nn3)CC2)nc(N2CCN(C(=O)[C@H](CC(N)=O)n3cc(C(N)[C@@H](C)CC)nn3)CC2)n1 (some centres not stated) | -0.1 | / |
| O=C(NCC1CCCO1)c1cccc2c1C(=O)c1ccc(N3CCC(Cc4ccccc4)CC3)cc1S2(=O)=O (configuration not stated) | 37.6 | / |
| O=C(N/N=C/c1cccs1)c1cccc2cc[nH]c12 | -26.1 | i |
| O=[N+]([O-])c1ccc(OCCN2CCNCC2)cc1 | -1.1 | i |
| Cc1nc2c(-c3ccc(F)cc3)c(C)[nH]n2c(=O)c1Cl | -10.6 | i |
| O=C(COc1ccccc1[N+](=O)[O-])Nc1cccnc1 | -8.8 | i |
| CCOC(=O)C1CCCN(C(=O)c2cn(CC(C)C)c(=O)c3cc(OC)c(OC)cc23)C1 (configuration not stated) | -32.2 | i |
| CCN(CC)C(=O)C[n+]1cccc(/C=N/O)c1 | -11.9 | i |
| OC(CNCc1ccccc1)c1ccccc1 (configuration not stated) | -15.2 | i |
| Cc1ccc2cc(C#N)c(NCCNC(=S)NCCCN3CCOCC3)nc2c1 | -32.9 | i |
| CCOC(=O)c1c(NC(=O)COC(=O)c2cnccn2)sc(C(=O)NC)c1C | -7.5 | i |
| NC(=O)NC(=O)COC(=O)c1cccnc1Nc1ccccc1F | 6.3 | i |
| O=C(NC1CC1)C(=O)c1c(-c2ccccc2)[nH]c2ccccc12 | -13.7 | i |
| COc1cc(C2NC(=O)N(C)C(C)=C2C(=O)OCc2ccccc2)cc(Br)c1O (configuration not stated) | -15.6 | i |

Some values from the list.
For OX1R antag, `COc1ccc(NC(=O)Cn2nnc(C(=O)NCc3ccc(C)cc3)c2N)cc1OC` shows -4.4
For OX1R antag, `Cc1cc(SCC(=O)NN=C2CCN(C(C)C)CC2)c(C)cc1Br` shows -12.6
For OX1R antag, `O=C(NCCc1c[nH]c2ccccc12)c1cncc(Br)c1` shows -16.0
For OX1R antag, `COc1ccc(CCNC(=O)C23CCC(C)(C(=O)C2=O)C3(C)C)cc1OC` (configuration not stated) shows -15.6

(next part)
| structure | OX1R antag | CHT PAM |
| --- | --- | --- |
| CCNc1nc(NCC)nc(OCCOC(=O)Nc2ccccc2)n1 | -29.1 | i |
| N#Cc1c2c(nc(N)c1-c1ccccc1)CCCCC2 | -17.0 | i |
| O=C(NN1C(=O)/C(=C/c2cccc(O)c2)SC1=S)c1ccccc1O | 11.0 | i |
| O=C(c1ccccc1)n1c(=S)nc2ccccn21 | -5.5 | i |
| NC(=O)C(c1ccc(Cl)cc1Cl)c1ncc(C(F)(F)F)cc1Cl (configuration not stated) | -13.5 | i |
| NS(=O)(=O)c1ccc(CCNC(=O)c2cc3ccccc3s2)cc1 | 10.7 | i |
| Nc1nc(SCC(=O)N2CCCC2)[nH]c(=O)c1-c1ccccc1 | -3.1 | i |
| COc1cc(C(c2sc3nc(C)nn3c2O)N2CCOCC2)cc(OC)c1OC (configuration not stated) | -18.3 | i |
| CCc1ccc(-c2ccc(SCC(=O)Nc3nnc(C)s3)nn2)cc1 | -22.3 | i |
| CC1(OC(=O)c2cccs2)C(=O)C=C2C=C3CCCN3C=C2C1=O (configuration not stated) | 15.7 | i |
| CCn1cc(C(=O)NCC2CCCO2)c(=O)c2cc(S(=O)(=O)N3CCC(C)CC3)ccc21 (configuration not stated) | -40.0 | i |
| CN(Cc1cnccn1)Cc1cn(Cc2ccccc2)nc1-c1ccc2c(c1)OCO2 | -12.1 | i |
| CN(C)S(=O)(=O)Oc1ccsc1C(=O)Nc1ccc(C(F)(F)F)cc1 | -33.4 | i |
| Cc1ccc(CNC(=O)c2ccc(N(C)S(=O)(=O)c3ccccc3)cc2)cc1 | -8.5 | i |
| CCOC(=O)C1CCN(c2c(N(C)Cc3ccco3)c(=O)c2=O)CC1 | -10.5 | i |
| CCOc1ccc(CNC(=O)NS(=O)(=O)c2ccc(OC)cc2)cc1 | -15.2 | i |
| S=C(NCc1ccccc1)N1CCN(c2ccccc2)CC1 | -5.3 | i |
| Cc1ccc(Sc2c([N+](=O)[O-])ncn2C)cc1 | -4.8 | i |
| Cc1ccc(NC(=O)CCn2cccc2)cc1C | -23.8 | i |
| COc1cccc(C(=O)Nc2cc(NC(=O)c3ccco3)ccc2OC)c1 | -16.1 | i |
| CC(=O)c1ccc(N2CCN(CC(=O)NCc3ccccc3)CC2)cc1 | -19.9 | i |
| O=C(NCCCO)C(=O)NCc1ccncc1 | -1.6 | i |
| Cn1c(=O)c2c(nc(CN3CCC(C(N)=O)CC3)n2Cc2ccccc2F)n(C)c1=O | -15.7 | i |
| Cc1ccc2nc(-c3ccncc3)cc(C(=O)NCCc3ccc(F)cc3)c2c1 | -27.6 | i |
| COc1ccccc1N1CCN(C(=O)CSc2nnc3n2C(C)(C)Cc2ccccc2-3)CC1 | -3.0 | i |
| CCOC(=O)CN1C(=O)C(=O)N(Cc2c(C)cc(C)cc2C)C1=O | -13.4 | i |
| COc1ccc(OC)c(CN(CCCN2CCOCC2)C(=O)Nc2ccccc2)c1 | -34.1 | i |
| O=C(NCCc1ccccc1)c1ccccc1C(=O)NCCc1ccccc1 | -11.3 | i |
| CS(=O)(=O)N(CC(=O)N1CCCCC1)c1ccc2c(c1)OCO2 | -9.6 | i |
| O=C(Nc1cccc2cccnc12)c1cccc([N+](=O)[O-])c1 | -10.5 | i |
| O=S(=O)(c1ccccc1F)N1CCc2ccccc2C1 | -21.8 | i |
| CCCS(=O)(=O)c1ccc(COC(=O)Cc2ccc([N+](=O)[O-])cc2)cc1 | -7.7 | i |
| COc1ccccc1N1CCN(CCNC(=O)Nc2cccc(C)c2C)CC1 | -38.8 | i |
| CCOC(=O)c1sc(NC(=S)NC(=O)c2ccco2)nc1C | 4.0 | i |
| O=C(NCCN1CCN(c2ccccc2F)CC1)C1CCCN(S(=O)(=O)c2cnc[nH]2)C1 (configuration not stated) | -12.1 | i |
| O=C(COC(=O)CNC(=O)c1cccc([N+](=O)[O-])c1)Nc1cccc(S(=O)(=O)N2CCCCC2)c1 | -23.9 | i |
| Cc1ccc(N(CC(O)Cn2c3ccccc3c3ccccc32)S(C)(=O)=O)cc1 (configuration not stated) | 20.9 | i |
| COc1ccc(N=C2SC(CC(=O)Nc3ccccc3)C(=O)N2CCc2ccccn2)cc1 (configuration not stated) | 16.5 | i |
| O=C1c2ccccc2C(Nc2cccnc2)N1Cc1ccccc1Cl (configuration not stated) | -13.9 | i |
| CC1(C)CC(=O)c2cc(OCC(=O)NCCN3CCOCC3)ccc2O1 | -3.0 | i |
| CCC(C(=O)NC1CCCCC1)n1c(SCc2cccc(C)c2)nc2ccncc21 (configuration not stated) | -19.7 | i |
| CC(NCc1ccccc1)c1ccccc1O (configuration not stated) | -13.6 | i |
| NC(=O)c1c(NC(=O)c2ccccc2Cl)sc2c1CCC2 | -7.2 | i |
| O=C(Nc1ccc(F)cc1)Nc1cc(OCC(F)(F)F)cc(OCC(F)(F)F)c1 | 12.7 | i |
| O=C(NC1CCCC1)c1cnn2c(C(F)(F)F)cc(-c3ccco3)nc12 | -18.8 | i |
| Cc1nc2sc(C(c3cccc(F)c3)N3CCC(C)CC3)c(O)n2n1 (configuration not stated) | -9.0 | i |
| Cc1ccc(OCCC(=O)NNC(=O)c2ccc(Br)cc2)cc1 | -34.9 | / |
| CCOc1ccc(NC(=O)CN(C)C(=O)CCNC(=O)c2ccc(Br)cc2)cc1OCC | -33.1 | i |
| CC(=O)Oc1ccc(N(C(C)=O)S(=O)(=O)c2cccs2)cc1 | 1.3 | i |
| CCOC(=O)N1CCN(Cc2nc(CC3CC3)no2)CC1 | -14.3 | i |
| CCCc1cc(=O)[nH]c(/N=C(/NC(=O)c2ccccc2)Nc2ccc3c(c2)OCCO3)n1 | -8.2 | i |
| CC1CCc2ccccc2N1C(N)=Nc1ccccc1 (configuration not stated) | -10.9 | i |
| CCOC(=O)c1c(NC(=S)NCc2ccccc2)sc2c1CCN(C(=O)OCC)C2 | -26.4 | i |
| N#CCC(=O)N/N=C/c1ccc(Cl)cc1 | -18.3 | i |
| CNS(=O)(=O)c1ccc(CCC(=O)N2CCN(c3ccccc3OC)CC2)cc1 | -31.0 | i |
| O=C(O)CSc1c(-c2cccs2)[nH]c2ccccc12 | 9.5 | i |
| COc1ccc(NC(=O)CSc2nncc3ccccc23)cc1 | -8.2 | i |
| Cc1cccc(OCc2nnc(SCC(=O)O)n2-c2ccccc2)c1 | -1.9 | i |
| Cc1ccc(NC2=C(Cl)C(=O)OC2OC(=O)c2ccco2)c(C)c1 (configuration not stated) | -7.9 | i |
